# MT stabilizer = microtubule stabilizers in HeLa cells, primary screen, imaging, high-content imaging; HeLa tubulin immunostaining HCS, 24 h; share of cells brighter than vehicle mean+2SD; % tubulin-high responders, % at 10 µM; hit rate 0.83% among 200,000; AID 2205, 2009;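 active = plate Z-score above 3 for both tubulin-high and condensed-nucleus cell shares, with cell loss under 80%, at 10 µM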;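 also: anti alpha tubulin signal scored within the nucleus-defined area of each cell; some results filed as inactive read as strong as hits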
# Hep lipid drop = inhibitors of hepatocyte lipid droplet formation, primary screen, imaging, high-throughput imaging, BODIPY stain; inhibition, % at 6.5 µM; hit rate 0.4% among 240,000; AML12 mouse hepatocytes, oleate lipid droplets; AID 1656, 2009;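 active = lipid droplet intensity inhibited by at least 50%, with more than 500 cells counted; inconclusive = wells with under 300 cells, treated as cytotoxic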
#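 Material: mouse AML12 hepatocyte cell line, fixed after treatment; Timing: compound with oleate, overnight; Technique: high-content imaging of BODIPY-stained droplets and DAPI nuclei; Probe or stimulus: oleate, 100 µM final; Dosing: compound at 6.5 µM only.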
# Dynein transport = inhibitors of GR-EGFP nuclear translocation, primary screen, dynein cargo transport inhibitor project, imaging, high-content, 3617.4 mouse cells; z-score, hits read low; test concentration mostly 20 µM; stimulated with dexamethasone, 1 µM; hits give low values; hit rate 0.47% among 220,000; AID 1381, 2008;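 active = plate z-score of nuclear minus cytoplasmic receptor signal below a set negative limit, without overly bright fluorescence or cell loss, cut at about -3.5 in these data, passing the limit was not always enough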;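 also: z-score of nuclear minus cytoplasmic ring GR-EGFP intensity difference per well; some compounds called inactive have numbers as strong as hits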
#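 Also added – dexamethasone, 1.0 µM final · Buffer or medium – tet-free, stripped-serum medium · Schedule – induction 48 h, compound 1 h, agonist 30 min · Detection – formaldehyde fixation, Hoechst nuclear stain, 10x automated fluorescence imaging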
# ER stress rescue = rescue of cells from ER stress-induced death, primary screen, 384-well, CSM14.1, thapsigargin, ATP luminescence (AID 1222). 190,000 tested, under 10 active. cellular ATP content (survival), % at 20 µM; hits with a dose series show EC50 in µM. CSM14.1 thapsigargin-induced death rescue, ATP luminescence; higher % means a stronger effect;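 active = EC50 below 50 µM in the dose-response confirmation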;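 also: death triggered by thapsigargin at about 15 µM added after 2 h compound pretreatment; cell ATP read after overnight thapsigargin exposure of roughly 18 to 22 hours; normalized against plate controls of thapsigargin alone and 5% DMSO vehicle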
# Autophagy HCS = autophagy modulators in MEF cells, primary screen, imaging, high-content, MEF GFP-LC3; MEF GFP-LC3 puncta imaging; test concentration mostly 10 µM; calls only at 10 µM (by protocol); hit rate 0.98% among 190,000;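 active = percentage of spot-positive cells more than 3 SD above its plate mean, without a fluorescence outlier flag or 80% toxicity; inconclusive = no clear call, values can overlap the other calls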;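 also: spot-positive cell cutoff set from DMSO-treated cells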
# Insulin prom up = insulin promoter activators in MIN6 cells, imaging, high-content screening, mouse beta cells; MIN6 insulin promoter-GFP reporter; hits give high values; z-score at 5 µM; hit rate 0.3% among 190,000; AID 1625, 2009;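 active = z-score above 3 at 5 µM with at least 500 cells counted in the well; inconclusive = wells under 500 cells, flagged as cytotoxic or low count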
# Salmonella PhoP GFP = inhibitors of PhoP regulon expression, primary screen, Salmonella Typhimurium, GFP reporter (AID 1863); S. Typhimurium PhoP-regulated promoter GFP reporter, 4 h; higher % means a stronger effect; inhibition, % at 50 µM, or IC50 in µM where a hit was titrated; hit rate 0.16% among 300,000;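 active = inhibition over 29.93%, a cutoff 3 SD above the screen mean, later confirmed by dose response; inconclusive = inhibition over 29.93% but no dose response follow-up; inactive = inhibition at most 29.93% or unconfirmed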;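 also: 0% = low Mg2+ inducing control and 100% = high Mg2+ repressing control; strong numbers were not always called active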
# b-catenin transl = modulators of beta-catenin nuclear translocation, primary screen, imaging, HeLa cells, immunofluorescence, high-content | nuclear translocation activity, % at 5 µM | AID 1665, 2009 | hit rate 0.3% among 190,000;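 active = nuclear translocation activity above 50% at 5 µM, with a well cell count of 50 or more; inconclusive = wells under 50 cells across six images, flagged as toxic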;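 also: per-cell ratio of nuclear to cytoplasmic median beta-catenin stain intensity; plate controls were DMSO negative control for no effect and GSK-3 inhibitor IX positive control for full effect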
#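 System: HeLa cells, endogenous beta-catenin; compound dosing: 5 µM primary single dose, 0.1% DMSO, 0.02–20 µM confirmation series; incubation: 24 h compound exposure at 37°C, 5% CO2; signal: beta-catenin immunofluorescence imaging with DAPI; evaluation: % activation, nuclear-to-cytoplasmic median beta-catenin signal ratio per cell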
# T cell modulator = modulators of CD8 T cell-vesicle binding, primary screen, mouse 2C CD8+ T cells, flow cytometry. calls only at 7 µM. 2C CD8+ T cell-vesicle binding; hits give low values. hit rate 0.068% among 330,000;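 active = response, share of CD8 T cells binding vesicles, and their 90th percentile fluorescence all below set limits, cut at about 80% in these data, passing the limit was not always enough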
#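 material = purified 2C TCR transgenic mouse naive CD8+ T cells | controls = Unloaded micro-vesicles (low), QL9 vesicles with 0.7% DMSO (high) | detection = cytometric PE anti-B7-1 and Alexa647 anti-CD8 signals after 1% paraformaldehyde fixation | incubation = binding step 1.5 h, 37 °C, antibody labelling 20 min, ice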
# Dynein transport cytoplasmic EGFP = further read-out of Dynein transport, marked with its call; z-score; measured here: cytoplasmic GR-EGFP intensity; hits give high values
# Dynein transport nuclear GR-EGFP = second read-out of Dynein transport, no call of its own (marks repeat the call); z-score; measured here: nuclear GR-EGFP intensity;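 lower value marks the stronger effect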
# Dynein transport cell count = further read-out of Dynein transport, marked with its call; z-score; measured here: cell count per field
# Insulin prom up cell count = further read-out of Insulin prom up, marked with its call; cell count; measured here: cytotoxicity, nuclei count;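 total cells summed across four imaged fields per well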
# Hep lipid drop cells 6.5 µM = second read-out of Hep lipid drop, no call of its own (marks repeat the call); cell count; measured here: cell count, cytotoxicity flag;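 cells counted across two imaged fields per well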
# b-catenin transl cell count 5 µM = recorded beside b-catenin transl, whose call it bears; cell count; measured here: cell count, cytotoxicity flag
# T cell modulator vesicle-bound % = further read-out of T cell modulator, marked with its call; double positive events, %; measured here: CD8+ vesicle-bound cell fraction;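 binding gate set so that unloaded-vesicle control wells show 10% double positive cells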
# MT stabilizer Hoechst-high % = further read-out of MT stabilizer, marked with its call; % Hoechst-high responders; measured here: nuclear condensation Hoechst responders;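 share of cells brighter than vehicle mean plus two SD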
# MT stabilizer cytotoxicity % = recorded beside MT stabilizer, whose call it bears; toxicity, %; measured here: cytotoxicity by cell density;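 0% = mean cell density of plate MIN control wells and 100% = no cells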
# Autophagy HCS cell loss 18 h = further read-out of Autophagy HCS, marked with its call; toxicity, %; measured here: cell loss, nuclei count;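 cell loss after 18 h compound exposure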
# An asterisk follows results filed as active; i = inactive; ? = inconclusive; / = no result given.
SMILES,MT stabilizer,MT stabilizer Hoechst-high %,MT stabilizer cytotoxicity %,Hep lipid drop,Hep lipid drop cells 6.5 µM,Dynein transport,Dynein transport cytoplasmic EGFP,Dynein transport nuclear GR-EGFP,Dynein transport cell count,ER stress rescue,Autophagy HCS,Autophagy HCS cell loss 18 h,Insulin prom up,Insulin prom up cell count,Salmonella PhoP GFP,b-catenin transl,b-catenin transl cell count 5 µM,T cell modulator,T cell modulator vesicle-bound %
O=c1c2ccc(Cl)cc2nc(-c2ccc([N+](=O)[O-])cc2)n1O,3.3,2.0,6.9,10,717,0.68,-0.21,0.38,-0.24,/,i,-35,-1.1,1316,-11%,-1.7,1137,i,50
COc1ccc(-n2nc3cc(C)c(NC(=S)NC(=O)c4ccccc4C)cc3n2)cc1,3.3,2.6,4.0,/,/,-0.42,-0.2,0.46,0.6,-0.9%,i,11,0.07,1459,12%,1.6,1414,i,8
C=CCNC(=O)NC(=O)COC(=O)C(C)Oc1ccc(Cl)cc1Cl (stereo unspecified),1.8,2.3,5.1,8,760,0.77,-0.31,-0.058,-0.18,-1.1%,i,-7,0.11,1298,-12%,/,/,i,52
C=CCn1c(CCc2ccc(OC(C)C)cc2)n[nH]c1=S,1.1,1.6,8.4,7,717,-0.72,-0.3,-0.57,0.67,3.0%,i,-4,-0.08,1581,5%,1.4,1613,i,58
CC1Cc2ccccc2N1CC(=O)Nc1ccc(S(=O)(=O)N(C)C)cc1 (stereo unspecified),/,/,/,0,628,0.35,-0.75,-0.0055,-0.48,/,/,/,0.16,792,/,-1.3,1326,i,32
COC(=O)C1=C(C)Nc2[nH]c(=S)[nH]c(=O)c2C1c1ccc(OC)cc1 (stereo unspecified),5.4,2.1,11,2,548,-0.3,0.0085,-0.16,-0.31,0.0%,i,5,0.16,1506,-1%,0.6,1497,i,61
CCOC(=O)c1cn2nc(Oc3ccc(C)cc3)ccc2n1,/,/,/,3,721,1.4,-0.15,1.3,-1.3,/,/,/,0.47,1025,-1%,3.0,1380,i,28
O=C(NCc1ccc(F)cc1)C1CCN(S(=O)(=O)N2CCC3(CC2)OCCO3)CC1,2.2,1.4,6.2,/,/,0.74,-0.058,0.39,-0.17,-0.8%,i,-1,0.4,1370,-2%,1.0,1278,i,24
COc1ccc(-c2cc(CNS(=O)(=O)c3ccccc3)on2)cc1,2.9,1.3,4.0,5,711,1.6,-0.16,0.8,0.011,/,i,-12,0.63,1192,4%,-0.6,1089,i,34
CC1CCC/C=C/C(=O)c2c(O)cc(O)cc2CC(=O)O1 (stereo unspecified),/,/,/,-2,721,-4.5*,1.5*,-2.8*,-0.67*,/,/,/,?,/,-3%,15,797,i,59
CCOC(=O)N1N=C(C)CC1(O)c1ccc(Cl)cc1 (stereo unspecified),1.6,2.1,6.7,5,679,-1.1,-0.26,-0.46,0.92,/,i,-31,0.41,1231,-9%,2.2,1089,i,6
O=C(CSc1nnc(CN2CCOCC2)n1-c1ccc(Cl)cc1)Nc1cc(Cl)ccc1O,1.7,1.2,5.9,-1,759,0.71,0.068,0.61,0.15,0.5%,i,2,-0.69,1170,5%,1.4,1215,/,/
Cc1nc2c(Br)c3nc(C(F)(F)F)[nH]c3c(Br)c2[nH]1,6.0,2.7,4.5,/,/,1.7,-0.28,0.82,-0.82,-2.4%,i,-3,-0.28,1439,-5%,-0.1,1325,i,36
CCc1c(C(=O)Nc2ccc(S(=O)(=O)N3CCOCC3)cc2)csc1C,2.4,2.1,1.8,4,791,1.4,-0.26,0.63,0.49,-2.3%,i,-4,0.44,1282,13%,0.0,1023,i,45
O=c1c(Cc2ccc(F)cc2)c(O)ccn1CCCN1CCOCC1,0.9,0.9,5.3,-2,694,-0.75,-0.3,-0.34,1.1,0.3%,i,-33,-0.32,1606,3%,-3.1,1062,i,33
CC(N=Cc1ccccc1O)c1ccccc1 (stereo unspecified),3.1,2.3,4.9,8,765,-0.41,-0.13,-0.4,0.57,0.0%,i,-42,1.5,827,25%,-1.8,1083,i,28
COC(=O)CCSCC(=O)Nc1nnc(C)s1,5.3,1.5,4.0,0,663,0.75,-0.22,0.53,0.2,-2.7%,i,-6,0.96,1887,-2%,-0.6,1143,i,59
CCCc1ccc(OCCNC(=O)CC)cc1,3.0,1.5,2.7,7,786,0.79,-0.24,0.17,-0.36,-0.1%,i,17,-0.29,1238,6%,0.2,1021,i,45
Cc1cc2c(n1-c1ccc(C(N)=O)cc1)CC(C)(C)CC2=O,5.8,1.7,5.5,15,776,0.22,-0.14,0.55,-1.8,-3.1%,i,-14,/,/,7%,0.2,506,i,10
CCC(=O)Nc1cccc(C2=NOC3(C2)C[C@@H](C(N)=O)N(C(=O)C(c2ccccc2)c2ccccc2)C3)c1 (stereo partly specified),/,/,/,-50,749,0.58,-0.83,0.49,-0.14,/,/,/,-0.36,1070,-1%,0.0,1207,i,46
O=C1CCCCC1C(Nc1ccc(Br)cc1)c1ccccc1 (stereo unspecified),2.7,1.1,8.5,-3,715,-1.3,-0.3,-0.61,1.6,1.7%,i,3,1.1,809,-2%,-5.4,1019,i,28
Cc1cccc(C(=O)NNS(=O)(=O)c2ccccc2)c1O,3.2,3.5,5.3,-27,722,-0.73,-0.36,-0.47,1.4,0.1%,i,18,-0.04,1457,-1%,-1.3,1088,i,48
COc1cccc(CN(C)C(=O)c2csc3c2CCCC3)c1OC,4.4,1.4,8.4,-14,673,-0.29,-0.27,0.034,1.5,-1.5%,i,7,-0.62,1206,-7%,-2.8,1125,i,18
CCc1ccc(C(C(=O)NC2CCCCC2)N(C(=O)c2ccccn2)c2cccnc2)cc1 (stereo unspecified),2.2,1.0,0.3,-8,670,-0.11,-0.19,-0.09,-0.61,0.0%,i,12,-0.02,990,-5%,0.7,1519,i,24
COc1c(C)cc(C(=O)C2CCCN(C(=O)c3cc(C)nc(C)n3)C2)cc1C (stereo unspecified),0.6,1.8,7.4,29,729,0.47,-0.34,-0.026,0.56,1.7%,i,-3,1.9,1553,0%,0.0,1563,i,41
Cc1cc(C)c(NC(=O)CSc2nc3[nH]ncc3c(=O)[nH]2)c(C)c1,3.1,3.6,8.2,24,715,-0.65,-0.31,0.032,1.2,12%,i,0,-0.23,1345,2%,-0.4,1118,i,55
O=C(c1cc(C2CC2)on1)N1CCOCC1,3.3,2.9,8.9,/,/,-0.41,-0.25,-0.18,0.34,-0.9%,i,9,-0.85,991,2%,-2.2,1233,i,25
O=C(Nc1nc(COc2ccccc2)cs1)c1ccccc1F,2.0,2.6,0.8,3,736,-0.46,-0.29,-0.6,0.54,-0.4%,i,-2,-1.4,1297,3%,/,/,i,38
CCCCn1c(SCC(=O)OCC)nnc1-c1ccoc1C,4.8,2.5,5.4,/,/,-0.11,-0.1,0.28,-0.71,-1.1%,i,-6,/,/,2%,0.2,1117,i,35
Cc1ccc(C(=O)NCC(=O)OCC(=O)N2CCCc3ccccc32)cc1,1.3,2.5,1.3,20,640,0.77,-0.22,0.054,-0.29,-2.0%,i,-3,-0.16,1315,34%,/,/,i,43
CCOc1nc(N2CCOCC2)nc(C)c1[N+](=O)[O-],6.2,4.5,1.9,-26,592,1.3,-0.25,0.87,-0.83,3.6%,i,20,-0.57,1405,-1%,-1.5,822,i,64
c1ccc2c(c1)CCCN2Cc1nnnn1C1CCCC1,5.2,2.5,6.2,10,750,1.5,-0.18,0.94,-0.81,0.5%,i,10,-0.48,1045,-2%,-0.7,1234,i,41
Cc1ccc(C(=O)Nc2nnc(C)s2)cc1,4.8,2.9,1.8,5,754,-0.84,-0.29,-0.61,1.1,-2.2%,i,6,-1.1,1220,-3%,-0.8,1059,i,28
CC1(C(=O)NC23CC4CC(CC(C4)C2)C3)CC1(Cl)Cl (stereo unspecified),1.8,1.3,3.8,/,/,0.29,-0.23,0.32,-0.051,-1.9%,i,32,2.4,768,-3%,/,/,i,8
CCOc1ccc(NC(=O)CSc2nc(-c3cccs3)cc(C(F)(F)F)n2)c([N+](=O)[O-])c1,2.6,3.3,5.4,5,647,-0.29,-0.33,-0.5,0.52,-1.6%,i,12,-0.03,1235,1%,1.0,569,i,36
